# Compound activity: PubChem BioAssay, National Center for Advancing Translational Sciences (NCATS)
# RGS4 inh: Inhibitors of Regulator of G Protein Signaling (RGS) 4: qHTS; Regulator of G-protein signaling 4 (Homo sapiens), P49798; Transcreener GDP fluorescence polarization, RGS4-accelerated GTP hydrolysis; Potency, µM (top dose mostly 114 µM), inactives show at the top dose activity change, negative = inhibition, most hits filed as inhibitors; actives 0.039% (n = 390,000); AID 504845, 2011; also: % is scaled to controls: 0 for no effect and ±100 for the full control effect; nearly all actives have a fitted effect of over 75% in size; some results filed as inactive show a strong effect at the top dose
#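 MLSMR compounds (23 nl, pin-transferred) preincubated 10 min at room temperature with a 500nM (2x) first reagent, then RGS4 at 900nM (2x) plus Transcreener GDP mix added; fluorescence polarization (620/688 nm) read before and after 90 min at 30 °C.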
# rTrxR1 inhibitor: qHTS Assay for Inhibitors of Mammalian Selenoprotein Thioredoxin Reductase 1 (TrxR1): qHTS; Thioredoxin reductase 1, cytoplasmic (Rattus norvegicus), O89049; recombinant rTrxR1, NADPH fluorescence consumption, selenite substrate; Potency, µM (top dose mostly 114 µM), without a hit: at the highest dose activity change, negative = inhibition, most hits filed as inhibitors; actives 1% (n = 390,000); also: % is scaled to controls: 0 for no effect and ±100 for the full control effect; nearly all actives have a fitted effect of over 65% in size
#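 Rat TrxR1 (90 nM in the dispensed reagent) was pre-reduced with 400 uM NADPH for 5 min at room temperature, then incubated with compound for 15 min. After 400 uM selenite was added, NADPH fluorescence (Ex 340/Em 450 nm) was followed for 8 min.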
# GLS inh: qHTS for Inhibitors of Glutaminase (GLS). Glutaminase kidney isoform, mitochondrial (Homo sapiens), O94925. GLS enzymatic activity, qHTS titration. actives 0.21% (n = 410,000). AID 624170, 2012. Potency, µM (doses to about 45.5 µM), inactives show at the top dose activity change, negative = inhibition, hits mostly inhibitors; also: % is scaled to controls: 0 for no effect and ±100 for the full control effect
# Target sequence (O94925 whole entry, looked up, canonical isoform): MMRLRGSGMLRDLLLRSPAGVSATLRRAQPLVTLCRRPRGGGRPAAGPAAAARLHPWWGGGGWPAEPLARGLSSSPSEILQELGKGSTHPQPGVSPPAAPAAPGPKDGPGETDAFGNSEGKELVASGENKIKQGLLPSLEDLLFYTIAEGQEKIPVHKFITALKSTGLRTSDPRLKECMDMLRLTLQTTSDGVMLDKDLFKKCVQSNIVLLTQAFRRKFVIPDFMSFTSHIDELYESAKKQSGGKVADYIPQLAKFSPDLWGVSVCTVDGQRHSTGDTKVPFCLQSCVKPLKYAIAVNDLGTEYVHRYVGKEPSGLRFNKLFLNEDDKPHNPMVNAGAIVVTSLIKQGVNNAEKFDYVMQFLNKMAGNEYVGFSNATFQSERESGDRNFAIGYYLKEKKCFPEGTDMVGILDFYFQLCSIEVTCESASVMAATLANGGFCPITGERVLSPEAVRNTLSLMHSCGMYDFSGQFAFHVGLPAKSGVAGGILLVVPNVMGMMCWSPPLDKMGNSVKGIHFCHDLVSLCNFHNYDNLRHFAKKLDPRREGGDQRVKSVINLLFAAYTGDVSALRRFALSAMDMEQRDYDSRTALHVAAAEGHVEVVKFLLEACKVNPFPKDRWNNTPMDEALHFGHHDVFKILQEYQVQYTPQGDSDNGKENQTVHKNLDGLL
#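 Assay buffer: 45 mM KH2PO4 pH 8.2, 0.02% Tween-20. hKGA acts on L-glutamine (1 mM solution added); product glutamate is reported by an oxidase/peroxidase Amplex Red coupling, with fluorescence taken at baseline and 30 min.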
# PGK inhibitor: qHTS Assay to Find Inhibitors of Phosphoglycerate Kinase; Phosphoglycerate kinase, glycosomal (Trypanosoma brucei brucei), P07378; PGK/GAPDH coupled, Kinase-Glo luminescence, 60 min; Potency, µM (highest dose often 57.5 µM), inactives show at the highest dose activity change, negative = inhibition, usual class: inhibitors; actives 0.043% (n = 380,000); also: % is scaled to controls: 0 for no effect and ±100 for the full control effect; nearly all actives have a fitted effect of over 60% in size
# Target sequence (P07378 whole entry, looked up): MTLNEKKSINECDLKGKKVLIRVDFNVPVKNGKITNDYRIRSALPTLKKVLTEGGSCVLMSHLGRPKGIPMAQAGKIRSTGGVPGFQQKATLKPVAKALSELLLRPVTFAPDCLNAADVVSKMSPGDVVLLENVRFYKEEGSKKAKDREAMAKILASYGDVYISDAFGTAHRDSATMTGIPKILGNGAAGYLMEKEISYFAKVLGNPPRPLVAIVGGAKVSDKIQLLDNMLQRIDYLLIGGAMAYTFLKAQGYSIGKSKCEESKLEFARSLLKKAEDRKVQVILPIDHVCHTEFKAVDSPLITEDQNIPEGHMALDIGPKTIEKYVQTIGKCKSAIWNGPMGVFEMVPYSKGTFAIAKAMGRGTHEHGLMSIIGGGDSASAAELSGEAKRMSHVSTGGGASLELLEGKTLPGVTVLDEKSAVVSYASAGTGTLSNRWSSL
#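 Luminescent ATP detection (Kinase-Glo Plus) follows a 60-minute room-temperature incubation, with wells lacking PGK as controls. Buffer: 100 mM TEA (pH 7.6), 5 mM MgCl2, 0.01% Tween-20. Coupling enzyme GAPDH (100 nM final) supplies unstable 1,3-BPG in-well.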
# Pin1 inh: qHTS Assay to Find Inhibitors of Pin1; Potency, µM (top dose mostly 115 µM), for the others: at the highest dose activity, negative = inhibition, most hits filed as inhibitors; actives 0.009% (n = 390,000); Peptidyl-prolyl cis-trans isomerase NIMA-interacting 1 (Homo sapiens), Q13526; AID 504891, 2011; Pin1 FP peptide displacement, HiFluor488, 10 min; active = well fitted inhibition curve with a large enough effect in the polarisation, with a control signal flat, not every such curve was filed as active; inconclusive = small, poorly fitted or top-dose-only effect, or effect the other way, or a change in a side signal; inactive = no such curve, though single readings can be large or run the other way; the % refers to the polarisation; also: % is scaled to controls: 0 for no effect and ±100 for the full control effect
# ERG Ets-DNA blk: qHTS for Small Molecule Inhibitors of the ERG Ets/DNA interaction; Transcriptional regulator ERG (Homo sapiens), P11308; fluorescence polarization, His-ERG Ets domain / labelled DNA; Potency, µM (highest dose often 76.9 µM), for the others: top-dose FP activity, negative = inhibition, hits mostly inhibitors; actives 0.028% (n = 370,000); active = well fitted inhibition curve with a large enough effect in the polarisation, with a control signal flat; inconclusive = small, poorly fitted or top-dose-only effect, or effect the other way, or a change in a side signal; inactive = no such curve, though single readings can be large or run the other way; the % refers to the polarisation;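 also: polarization taken with two DNA probes labelled with fluorescein and Texas red; % of control where 0% means no effect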
#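 His-tagged ERG Ets domain (1 uM in the protein solution; 300mM KCl, 50mM Tris-HCl, 1mM EDTA, 1mM DTT, pH 7.5) received compound, then a probe mix of 5 nM fluorescein-DNA and 100nM Texas-615-DNA. Fluorescence polarization was read for both dyes.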
# HP1b chromo inh: HTS for Inhibitors of HP1-beta Chromodomain Interactions with Methylated Histone Tails | Potency, µM (titrated, usually from 114 µM), for the others: at the top dose activity change, negative = inhibition, usual class: inhibitors | AlphaScreen HP1-beta / biotin-H3K9me3 peptide binding | actives 0.56% (n = 390,000) | AID 540317, 2011; also: nearly all actives have a fitted effect of over 70% in size; inactives centre near 23
#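 AlphaScreen: HP1-beta (50 nM) preformed 30 min with biotin-H3(1-18)K9me3 peptide (50 nM) in PBS pH 7.4, 0.01% Tween-20. Compound added for 30 min at RT, then streptavidin donor/nickel chelate acceptor beads (10 ug/mL) for 30 min.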
# JMJD2A Tudor inh: qHTS Assay for Inhibitors of JMJD2A-Tudor Domain; actives 4.4% (n = 390,000); Potency, µM (series often up to 114 µM), for inactives: top-dose activity change, negative = inhibition, hits mostly inhibitors; AlphaScreen JMJD2A-Tudor / H3K4me3 peptide binding; AID 504339, 2011; Lysine-specific demethylase 4A (Homo sapiens), O75164; also: % is scaled to controls: 0 for no effect and ±100 for the full control effect; nearly all actives have a fitted effect of over 50% in size
# ALOX12 inh: Primary qHTS assay for inhibitors of human arachidonate 12S-lipoxygenase (ALOX12): Round 2 | Potency, µM (doses to about 108 µM), for the others: top-dose activity change, negative = inhibition, usual class: inhibitors | actives 1.1% (n = 580,000) | purified 12hLO, xylenol orange hydroperoxide absorbance; also: % is scaled to controls: 0 for no effect and ±100 for the full control effect
#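 Purified human 12hLO at 150 nM in 25 mM Hepes, 0.01% Triton X-100, pH 7.0, preincubated 15 min at room temperature with compound. Reaction started with 40 uM arachidonic acid, 30 min at room temperature. Hydroperoxide measured by Fe-xylenol orange, 573/405 nm absorbance ratio.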
# * marks the source's active call; other numbers are inactive results; i = inactive; ? = inconclusive; · = no result given; & = joins results of further samples; [ ] = another dose, or the depositor's remark. Unless noted, calls follow the shape of the dose curve; as a rule, active = well fitted curve in the direction sought with a large enough effect; inconclusive = small, poorly fitted or top-dose-only effect, or another doubt; inactive = no such curve, though single readings can be large; an effect the other way counts as inactive or inconclusive. Potency is read from the fitted curve at half-maximal effect. These rows are one share of the data; rates above refer to the full screens.
# Preview, 2 compounds:
mol	JMJD2A Tudor inh	Pin1 inh	HP1b chromo inh	ALOX12 inh	rTrxR1 inhibitor	GLS inh	ERG Ets-DNA blk	RGS4 inh	PGK inhibitor
COCCN(CC1CCCN(C2Cc3ccccc3C2)C1)C(=O)c1cccs1 (centres undefined)	-15%	-6%	33%	-18%	1%	-4%	9%	10%	-8%
CCOc1ccc(NC(=O)CN(C)Cc2ccc3c(c2)OCO3)cc1S(=O)(=O)N1CCCC1	-23%	0%	15%	42%[activator]	9%	0%	-15%	-2%	-5%

# The listing, previewed entries included:
mol	JMJD2A Tudor inh	Pin1 inh	HP1b chromo inh	ALOX12 inh	rTrxR1 inhibitor	GLS inh	ERG Ets-DNA blk	RGS4 inh	PGK inhibitor
COCCN(CC1CCCN(C2Cc3ccccc3C2)C1)C(=O)c1cccs1 (centres undefined)	-15%	-6%	33%	-18%	1%	-4%	9%	10%	-8%
CCOc1ccc(NC(=O)CN(C)Cc2ccc3c(c2)OCO3)cc1S(=O)(=O)N1CCCC1	-23%	0%	15%	42%[activator]	9%	0%	-15%	-2%	-5%
Cc1ccc(NC(=O)CN(C)C(=O)CSc2nnc(N)s2)cc1	-12%	1%	36%	-12%	-2%	-4%	-12%	-6%	-11%
CC(C)N(C)CCOC(=O)C1COc2ccccc2O1 (centres undefined)	-2%	-1%	29%	9%	20%	1%	0%	-25%	-3%
CCOC(=O)[C@H]1[C@H]2COc3ccc(Br)cc3[C@@H]2N2C(=O)c3cc(OC)c(OC)cc3NC(=O)[C@@]12C	-32%	12%	20%	-1%	21%[57.1 µM]	-12%	4%	12%	2%
CCOC(=O)c1ccc(NC(=O)C2C3CCCCC32)cc1 (centres undefined)	-10%	-1%	33%	2%	5%[57.1 µM]	-5%	3%	15%	7%
Cc1ccc(S(=O)(=O)[N-]c2nc3ccccc3nc2-n2cc[n+](CCC(C)C)c2)cc1	6%	-8%	54%[activator]	24%	12%	-5%	·	-11%	-3%
N#CCCN1CCN(S(=O)(=O)c2ccc(C3CCCCC3)cc2)CC1	-1%	-4%	40%[activator]	-2%	4%	-6%	-4%	-10%	-7%
Cc1cc(NC(=O)c2ccc([N+](=O)[O-])cc2)n(C)n1	-17%	-7%	2%	213%[activator]	17%[11.4 µM]	3%	-5%	14%	-11%
Clc1ccccc1CNc1ncnc2c1c(-c1ccccc1)cn2-c1ccccc1	-19%	2%	35%	-26%	12%[57.1 µM]	-2%	0%	-4%	8%
COc1ccccc1C(=O)N(Cc1cccs1)C1CCS(=O)(=O)C1 (centres undefined)	-6%[11.4 µM]	-2%	45%[activator]	-6%	-3%	-3%	0%	-5%[11.4 µM]	-2%
C/C(CC(=O)Nc1ccc(Cl)c(Cl)c1)=N\NC(N)=S	-26%	0%	3%	1µM*	?	28%	8%	?	-5%
COc1ccc(CNC(=O)c2cc(-c3ccc(C)cc3)nc3n[nH]c(-c4ccc(Br)cc4)c23)cc1	-5%	-1%	24%	5%	25%[57.1 µM]	-8%	8%	0%	i
O=C(CN1CCc2ccccc21)NCc1ccccc1Cl	?	1%	-9%	-27%	-5%	22%	-6%	-2%	-1%
CNC(=O)CCc1[nH]c2ccccc2c1Sc1ccccc1	-15%	-6%	7%	?	-6%	3%	-4%	-12%	-15%
Cc1ccc(CN(C)C(=O)CCc2nc3sc4c(c3c(=O)[nH]2)CCCC4)o1	71µM*	34%[activator]	-10%	?	50µM*	-13%	-10%	-50%	0%
Cn1c(-c2ccc3nc(N)sc3c2)nc2cc(N)ccc21	?	?	67%[activator]	-15%	1%	-14%	1%	-35%[56.9 µM]	-10%
O=c1c2ccccc2c2ccccc2c(=O)n1CC1CCCO1 (centres undefined)	5%	3%	37%	0%	6%[57.1 µM]	1%	1%	-11%	2%
COCC(=O)Nc1nnc(-c2ccc(C(C)(C)C)cc2)s1	-9%	-2%	33%	24%	15%	0%	6%	3%	-7%
CCCSc1nnc2n(-c3ccccc3OC)c(=O)c3c4c(sc3n12)CCC4	-22%	-1%	0%	?	-8%	0%	-6%	23%	-1%
COc1cc(C(CC(=O)N2CCCC2)c2c(OC)cc(OC)c3ccc(=O)oc23)cc(OC)c1OC (centres undefined)	-14%&-23%	?	17%&25%	-6%	7%	-7%	2%	-13%&5%	-10%
COc1ccc(/C=C(\NC(=O)c2ccccc2)C(=O)NCc2cccnc2)cc1	-7%	-5%	15%	-5%	-21%	8%	0%	-4%	-8%
CC(C)[C@H](NC(=O)c1ccccc1)C(=O)OCc1nc2scc(-c3ccccc3)c2c(=O)[nH]1	16%	38%[activator]	20%	-10%	17%[57.1 µM]	7%	-3%	-6%	1%
O=C(CN1C=NS(=O)(=O)c2ccccc21)Nc1ccc(F)cc1	-16%	1%	30%	-12%	11%[57.1 µM]	-19%	2%	-1%	-2%
C=C(C)C(=O)N1CC2(CC(c3cccc(NC(=O)CC(c4ccccc4)c4ccccc4)c3)=NO2)C[C@H]1C(N)=O (some centres undefined)	-29%	4%	19%	-4%	-1%[57.1 µM]	4%	8%	11%	1%
CCC(=O)Oc1ccc(C(CC)C(CC)c2ccc(OC(=O)CC)cc2)cc1 (centres undefined)	14%	-3%	62%[activator]	21%	21%	-13%	8%	7%	-4%
COc1ccc(NC(=O)CSc2nnc(-c3nonc3NC(C)=O)n2C)cc1Cl	-15%	4%	34%[activator]	5%	-13%	5%	1%	-25%	i
CC1CN(C(=S)SCCN2C(=O)CCC2=O)CC(C)O1 (centres undefined)	-3%	0%	3%	-35%	-16%	3%	-1%	4%	3%
CCO[C@H]1OC(C(=O)O)=C[C@@H](C(C)(C)C)[C@@H]1CCCO	-7%	-2%	115%[activator]	7%	27%	-21%	-6%	-10%	i
COc1ccc(N2CCCC2)c(NC(=O)COc2ccccc2)c1	?	-2%	?	5%	7%	-7%	-10%	-8%	i
COc1ccc(OC)c(S(=O)(=O)N2CCC(C(=O)N(C)Cc3ccccc3)CC2)c1	-12%	-32%	-14%	-27%	9%	4%	-2%	27%	-1%
Cc1cc(C)c(NS(=O)(=O)c2ccc3c(c2)CC(C)N3C(=O)C2CCC2)c(C)c1 (centres undefined)	-9%	?	21%	-15%	18%	6%	-11%	-13%	1%
CCc1ccc(N(CC(=O)NC2CCCCC2)S(=O)(=O)c2c(C)noc2C)cc1	-21%	0%	31%[activator]	12%	-4%	-5%	0%	13%	-8%
COc1ccc(/C=C/C(=O)NC(=S)NNC(=O)Cc2cccs2)cc1OC	-9%	11%	10%	-19%	-9%	-6%	-7%	-30%	10%
COc1ccc(-c2ccnc(-c3ccc(OCCCF)cc3)n2)cc1	26%	0%	90%[activator]	222%[activator]	13%	8%	-2%	?	-1%
Cc1nc2ccc(NC(=O)C3COc4ccccc4O3)cc2s1 (centres undefined)	-9%	1%	10%	0%	18%	7%	13%	12%	4%
COc1ccc(S(=O)(=O)N2CCCC(C(=O)NCc3ccccn3)C2)cc1 (centres undefined)	4%	-6%	28%	?	13%[57.1 µM]	-4%	8%	0%	-4%
COc1ccc(C(C)=O)cc1CC(=O)NC1CCCCCC1	-9%	-1%	20%	-9%	5%	16%	1%	-21%	-2%
O=C(O)COc1ccc2nsnc2c1Cl	-17%	-7%	13%	0%	10%	2%	0%	14%	i
COc1ccc(CN2CC(=O)N(c3ccc(C)cc3C)C2=S)cc1OC	-20%	0%	-9%	0%	11%[57.1 µM]	-17%	3%	-9%	i
CCCCOC(=O)Cn1c(=O)n(CC(=O)OCCCC)c2cc(C)ccc21	24%	1%	64%[activator]	55%[activator]	-3%[57.1 µM]	-1%	-5%	-4%	-7%
COc1ccccc1Nc1nc(-c2c(C)nc3ncccn23)cs1	-31%	15%	?	-17%	12%	?	-2%	-31%	4%
COc1ccccc1C1=NN(C2=NN=C(N)Cc3ncnn32)C(O)(C(F)(F)F)C1 (centres undefined)	-15%	-28%	36%	-1%	-8%	1%	-2%	20%	-10%
Cc1cc(CN2CCCC(CO)(Cc3cccc(Cl)c3)C2)n[nH]1 (centres undefined)	2%	-7%	11%	3%	7%[57.1 µM]	-3%	-6%	21%	-5%
CCN(C[C@H]1N[C@@](Cc2ccccc2)(C(=O)OC)[C@H]2C(=O)N(Cc3ccccc3)C(=O)[C@@H]12)C(=O)COC	-22%	-7%	19%	-3%	20%	-3%	-2%	17%	-8%
Oc1ccc(N=Nc2n[nH]c(-c3ccc(Br)cc3)n2)cc1	-13%	5%	7%	15%	8%	21%	-10%	-19%	3%
N#Cc1cc(N2CCOCC2)nc2ccccc12	51%[activator]	-2%	145%[activator]	-10%	16%	-4%	-3%	11%	-3%
